Screens: PubChem BioAssay, National Center for Advancing Translational Sciences (NCATS)
KAT2A inh = inhibitors of human GCN5L2 histone acetyltransferase; GCN5L2 HAT assay, ThioGlo1 CoA-SH fluorescence; Potency, µM (titrated, usually from 58.9 µM), without a hit: at the top dose activity change, negative = inhibition, hits mostly inhibitors; 390,000 tested, 0.21% active; AID 504327
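Free CoA generated was detected with ThioGlo1 (50uM) fluorescence at Ex340nm/Em540nm, read immediately and after 20 min at room temperature. Enzyme, 20 nM in HEPES pH 7.5 buffer, saw compounds 15 min before adding 75uM H3(1-25) peptide and 70uM acetyl-CoA.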
FEN1 inh = inhibitors of human flap endonuclease 1; Recombinant FEN1 flap cleavage, fluorescence, 15 min; P39748; Potency, µM (series often up to 114 µM), for the others: at the top dose activity change, negative = inhibition, most hits filed as inhibitors; 390,000 tested, 0.35% active; AID 588795; also: nearly all actives have a fitted effect of over 65% in size
Target sequence (P39748 whole entry, looked up): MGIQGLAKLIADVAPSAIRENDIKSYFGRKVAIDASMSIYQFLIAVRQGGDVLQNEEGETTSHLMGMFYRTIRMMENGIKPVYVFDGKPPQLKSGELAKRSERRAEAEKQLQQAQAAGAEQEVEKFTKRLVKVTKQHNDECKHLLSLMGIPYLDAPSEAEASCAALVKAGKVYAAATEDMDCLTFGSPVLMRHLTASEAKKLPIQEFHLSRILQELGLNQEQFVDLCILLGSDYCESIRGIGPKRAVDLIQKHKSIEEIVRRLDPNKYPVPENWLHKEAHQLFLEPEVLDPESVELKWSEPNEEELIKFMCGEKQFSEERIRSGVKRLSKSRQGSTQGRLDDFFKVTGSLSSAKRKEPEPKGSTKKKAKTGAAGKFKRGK
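Steps: FEN1 (10 nM) dispensed; compound added by pin tool; 15 min at room temperature; substrate added to 50 nM final; reads at 0 min and 15 min; data normalized and fitted (four-parameter Hill).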
N370S GC mod = inhibits or activates N370S mutant glucocerebrosidase. P04062. Potency, µM (highest dose often 59.4 µM), inactives show at the highest dose activity change, negative = inhibition, usual class: inhibitors. 330,000 tested, 0.092% active. N370S GC spleen homogenate, 4MU-glucoside fluorescence;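 also: 0% = full enzyme activity and -100% = no enzyme basal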
Numbers without * were called inactive; ? = inconclusive; nt = not tested or not shown; & = joins results of further samples; [ ] = remark or other dose. Calls follow the shape of the dose curve; as a rule, active = well fitted curve in the direction sought with a large enough effect; inconclusive = small, poorly fitted or top-dose-only effect, or another doubt; inactive = no such curve, though single readings can be large; an effect the other way counts as inactive or inconclusive. Unless noted, % is scaled to controls: 0 for no effect and ±100 for the full control effect; potency is read from the fitted curve at half-maximal effect.

SMILES | KAT2A inh | FEN1 inh | N370S GC mod
NC(=O)Cn1nc([N+](=O)[O-])nc1Oc1ccccc1C(=O)N1CCOCC1 | 0% | 3% | -11%
COc1ccc(Cl)cc1S(=O)(=O)NCc1cccs1 | 0% | 8% | -10%
COCCNC(=O)NC1(C(F)(F)F)Oc2ccc(Cl)cc2O1 (stereo not given) | 2% | 10% | 16%
CCOC(=O)c1ccccc1Oc1c(F)c(F)nc(NCCO)c1F | -6% | 0% | -11%
CCN(CC)S(=O)(=O)c1cccc(C(=O)NCC2CCCO2)c1 (stereo not given) | -6% | 11% | 3%
Cc1ccccc1N1C(=O)CSC1=C(C#N)C#N | -5% | -7% | -22%
COC(C[C@H](O)C[C@@H](O)[C@H](C)OCc1ccccc1)OC | 15% | -3% | -5%
Cc1ccc(C(=O)N[C@H](C(=O)NC2CCCCCCC2)C(C)C)cc1 | -4% | 21% | nt
COc1cc2c(cc1OC)C(c1ccccc1C(F)(F)F)CC(=O)N2 (stereo not given) | -2% | 12% | 6%
CCN(CC)S(=O)(=O)c1ccc(-c2cn3ccc(C)cc3n2)cc1 | -8% | -15% | -14%
Cc1c(C(=O)N(C)C)sc2c1c(=O)n(-c1ccc(F)cc1)c(=O)n2CC(=O)N(C)c1ccccc1 | -3% | -1% | nt
COc1ccccc1/C=C/C(=O)Nc1ccc2c(c1)OCCO2 | -9% | -7% | 1%
CCn1c(CSc2nnc(-c3ccncc3)n2C)nc2cc(C(=O)O)ccc21 | -11% | ? | -6%
C=CCn1c(C23CC4CC(CC(C4)C2)C3)n[nH]c1=S | -4% | -5% | 6%
CCc1ccccc1NC(=S)N(CCN(C)C)C(C)c1ccccn1 (stereo not given) | -1% | -12% | 0%
CSc1ccc(CCNC(=O)c2c(C)oc3ncn(C)c(=O)c23)cc1 | 22% | -4% | nt
O=C(c1ccccc1F)N1CCN(S(=O)(=O)c2ccc(S(=O)(=O)N3CCCCC3)cc2)CC1 | -2% | 2% | 2%
CCOc1ccc(C(=O)Nc2c3c(nn2-c2cccc(Cl)c2)CS(=O)C3)cc1 (stereo not given) | -1% | 14% | 15%
COc1ccc(S(=O)(=O)Nc2cccc(-n3cnnn3)c2)cc1OC | -2% | -6% | 1%
CCOC(=O)c1c(P(=O)(N2CCOCC2)N2CCOCC2)noc1N | 3% | -2% | 5%
CC1CCC(C(C)C)C(O)C1 (stereo not given) | -1% | nt | 6%
COc1ccc(S(=O)(=O)NC2CCCCC2)cc1C(=O)N1CCCCC1 | -3% | 2% | 0%
Cc1cc(C)cc(NC(=O)COC(=O)CCC2CCCC2)c1 | -10% | -2% | nt
COCC(=O)Nc1cc(C)cn(Cc2c(F)cccc2Cl)c1=O | 1% | -9% | -9%
CN(CC(=O)Nc1ccccc1Cl)C(=O)CCc1nc2ccccc2c(=O)[nH]1 | -8% | 6% | -5%

The list continues:
SMILES | KAT2A inh | FEN1 inh | N370S GC mod
CN(C)/C=C(\C#N)C(=O)c1cccc(Oc2ccc(Br)cc2)c1 | -5% | -11% | 14%
COc1ccc([N+](=O)[O-])cc1NC(=O)C1C2C=CC(C2)C1C(=O)O (stereo not given) | -2% | -7% | -8%
c1ccc(CNc2nc(-c3ccccc3)nc3ccccc23)cc1 | -9% | 2% | ?
COc1ccc2cc(C(=O)C3CCCN(Cc4cnc(C)s4)C3)ccc2c1 (stereo not given) | -16% | -14% | -15%
O=C1c2ccccc2C(=O)N1CCOc1ccc(F)cc1 | -8% | 59%[activator] | 4%
Cc1ccc(-c2noc(C3CCCN(S(=O)(=O)c4ccc5ccccc5c4)C3)n2)o1 (stereo not given) | 0% | -14% | 9%
O=c1[nH]c(=O)n(Cc2ccco2)c2c1C(C(F)(F)F)(C(F)(F)F)N=C(c1ccco1)N2 | -9% | 1% | 9%
CCOC(=O)Cc1csc(NC(=O)COc2ccccc2OC)n1 | -1% | 0% | -2%
O=C1CC(C(=O)Nc2ncccn2)C(c2ccccc2)O1 (stereo not given) | 2% | 0% | 1%
O=C(NCCN1CCOCC1)C1CCC(CNS(=O)(=O)c2ccc(Cl)cc2)CC1 (stereo not given) | -1% | 3% | -9%
C=CCNC(=S)Nc1sc2c(c1C(=O)OCC)CC(C(C)C)OC2 (stereo not given) | -5% | -3% | -4%
COC(=O)CCC(=O)OC1(C)C(=O)C=C2C=C(C3CC3)N(C3CC3)C=C2C1=O (stereo not given) | 3% | -13% | -9%[12.8 µM]
O=C(NC(=S)Nc1ccc(F)c([N+](=O)[O-])c1)c1ccccc1F | -3% | 3% | 21%
CCN(c1nc(N)c(C(=O)N=C(N)N)nc1Cl)C(C)C | 1% | ? | -2%
Cc1cccc(NC(=O)Cn2nc(C)c3nn(-c4ccc(Cl)cc4)c(C)c3c2=O)c1C | 1% | -4% | nt
CN(Cc1ccccc1)C(=O)C(=O)c1cn(CC(=O)N2CCCC2)c2ccccc12 | -34% | 17% | -13%
Cc1cc(-c2c(C)[nH]n(-c3ccc(Cl)cc3)c2=O)n[nH]1 | -4% | -3% | 25%
O=S(=O)(Nc1cccnc1Cl)c1ccc(-c2ccccc2)cc1 | -15% | 14% | -2%
Cc1nc(-c2noc(-c3ccc(Cl)cc3)n2)c(C(F)(F)F)o1 | -1% | -1% | 2%
Cc1ccc(SCC(=O)NC(=O)NC2CCCC2)c(C)c1 | -20% | -14% | -2%
CCOc1ccccc1NC(=O)c1ccc(C(=O)Nc2ccccc2OCC)cc1 | 2% | 7% | nt
CCOC(=O)c1c(NC(=O)CSc2nnc(-c3cccnc3)o2)sc(C)c1C | -3% | 2% | -5%
COc1ccc(-c2cc(=O)oc3c(C)c(OC(C)C(=O)NCc4ccccn4)ccc23)cc1 (stereo not given) | -9% | 4% | -1%
Cc1ccc2nc(-c3ccc(Cl)c(NC(=O)c4cccnc4)c3)oc2c1 | 0% | 10% | nt
CN(C)S(=O)(=O)c1cccc(C(=O)NCCc2ccccc2)c1 | -7% | -4% | -14%

Ordered by molar mass (ascending): 4 of the compounds above
SMILES | KAT2A inh | FEN1 inh | N370S GC mod
O=C1CC(C(=O)Nc2ncccn2)C(c2ccccc2)O1 (stereo not given) | 2% | 0% | 1%
COCC(=O)Nc1cc(C)cn(Cc2c(F)cccc2Cl)c1=O | 1% | -9% | -9%
CCN(CC)S(=O)(=O)c1ccc(-c2cn3ccc(C)cc3n2)cc1 | -8% | -15% | -14%
CSc1ccc(CCNC(=O)c2c(C)oc3ncn(C)c(=O)c23)cc1 | 22% | -4% | nt

(more compounds)
SMILES | KAT2A inh | FEN1 inh | N370S GC mod
CCOc1ccc(CCNS(=O)(=O)c2cnc[nH]2)cc1OCC | -1% | -12% | -1%
Cn1cc(/C=C2\SC(=S)N(N3CCOCC3)C2=O)c2ccccc21 | -4% | 19% | -4%
Cc1c(CC(=O)NCC(=O)NCC(=O)O)c(=O)oc2c(C)c3oc4c(c3cc12)CCCC4 | 6% | -6% | 0%
Cc1ccc(-c2cc(-c3c(C)nn(C)c(=O)c3N)[nH]n2)cc1 | 1% | -5% | -2%
CC1=C(C(=O)Nc2ccc(C)cc2C)C(c2cccc(Cl)c2)n2nc(C(=O)OC(C)C)nc2N1 (stereo not given) | 0% | 8% | 9%
O=C(O)CCN(Cc1ccccc1)S(=O)(=O)c1ccc(Cl)cc1F | 0% | 16% | 5%
COc1ccc(C(=O)NC2CCN(Cc3ccccc3)C2)cc1S(=O)(=O)N1CCOCC1 (stereo not given) | -2% | 0% | nt
COc1ccc(CNC(=O)CN(Cc2ccccc2Cl)C(=O)c2csnn2)cc1 | 0% | -1% | 1%
N=C1/C(=C\c2ccc(OC(=O)c3ccco3)cc2)C(=O)N=C2SC=NN12 | -5% | 0% | -6%
COc1ccccc1C(CCNS(=O)(=O)c1ccc(C)cc1)c1ccco1 (stereo not given) | -16% | -23% | -11%
Cc1noc(C)c1C(=O)OCC(=O)Nc1ccccc1SCC#N | -1% | -5% | nt
C=CCNC(=O)CSc1nnc(-c2cccs2)o1 | -5% | 1% | 26%
Cc1ccc(CN2CCSc3ccc(C(=O)N4CCN(c5ncccn5)CC4)cc32)cc1 | -11% | -1% | -18%
COC(=O)C1Cc2c([nH]c3ccccc23)C(C)N1 (stereo not given) | -1% | -3% | -1%
CCc1ccc(NC(=O)Cn2c(=O)n(CCCCC(=O)NCCc3ccccc3)c(=O)c3ccccc32)cc1 | 0% | 4% | nt
O=S(=O)(c1cccs1)N1CN(C2CCCC2)c2nc3ccccc3nc21 | -4% | -8% | 1%
COc1ccc(-n2ccnc2SCC(=O)Nc2ccc(OC)cc2OC)cc1 | 29% | 8% | 7%
CCc1ccc(-c2nn(CC(=O)NC3CCCCC3)c3c2cnc2ccc(OC)cc23)cc1 | -16% | 6% | nt
S=C(N/N=C1\C2CN3CCN(C2)CC1(c1ccccc1)C3)Nc1ccccc1 | -5% | -3% | -28%
Cc1ccc(CN2CC(C(=O)Nc3ccc(F)c([N+](=O)[O-])c3)CC2=O)cc1 (stereo not given) | 0% | -15% | 1%
NS(=O)(=O)c1ccc(-c2ccc(/C=N/NC(=O)c3ccc([N+](=O)[O-])cc3)o2)cc1 | -7% | -20% | 1%
Cc1cc(Br)c(OCc2ccc(C(=O)N/N=C/c3ccc[nH]3)cc2)c(Br)c1 | ? | -7% | nt
COc1ccc(C2C3=C(NCCN=C3c3ccccc3)C(=O)N2c2ccccc2)c(OC)c1 (stereo not given) | -6% | 7% | -17%
Cc1cc(C)c(OCCN2CC(C)OC(C)C2)c(Br)c1 (stereo not given) | -5% | 6% | -10%
CCc1nc2ccc(C(=O)N3CCN(c4cccc(Cl)c4)CC3)cc2nc1CC | -14%&-5% | -16%&-4% | -24%

Given tab-delimited: two of the compounds above
Structure	KAT2A inh	FEN1 inh	N370S GC mod
CCOc1ccc(CCNS(=O)(=O)c2cnc[nH]2)cc1OCC	-1%	-12%	-1%
Cn1cc(/C=C2\SC(=S)N(N3CCOCC3)C2=O)c2ccccc21	-4%	19%	-4%

Entries of single compounds as entered above:
Cc1noc(C)c1C(=O)OCC(=O)Nc1ccccc1SCC#N is listed as KAT2A inh: -1%; FEN1 inh: -5%; N370S GC mod: nt
Cc1cc(C)c(OCCN2CC(C)OC(C)C2)c(Br)c1 (stereo not given) is listed as KAT2A inh: -5%; FEN1 inh: 6%; N370S GC mod: -10%
N=C1/C(=C\c2ccc(OC(=O)c3ccco3)cc2)C(=O)N=C2SC=NN12 is listed as KAT2A inh: -5%; FEN1 inh: 0%; N370S GC mod: -6%

Additional entries:
SMILES | KAT2A inh | FEN1 inh | N370S GC mod
COc1cccc(-c2nnc(SCc3nc4ccccc4s3)n2C)c1 | -4% | 9% | 10%
COC(=O)c1ccc(C)c(NC(=O)CSc2nc3[nH]c(=O)cc(O)c3s2)c1 | -18% | 14% | nt
C=CCN1CN(S(=O)(=O)c2cccs2)c2nc3ccccc3nc21 | -1% | 3% | 9%
CCN(CC)C(=O)CSc1nnc(-c2cnccn2)n1-c1ccc(C)cc1 | -5% | -6% | 3%
Cc1cnn(-c2cc(N/N=C/c3ccccc3)ncn2)c1 | 0% | -3% | -2%
O=C(NCc1csc(-c2cccs2)n1)c1ccsc1 | -5% | 4% | 4%
CC(NC(=O)c1ccc(NC(=O)CC2SC(N3CCCC3)=NC2=O)cc1)c1ccc(F)cc1 (stereo not given) | -7% | 32% | nt
OC(COc1ccccc1)CN1CCN(C(c2ccccc2)c2ccccc2)CC1 (stereo not given) | -3% | ? | ?
COC(=O)c1ccccc1NC(=O)CSc1nc(Nc2ccccc2)nc(N2CCOCC2)n1 | -11% | -2% | 12%
O=C(O)CCc1ccc(-c2cccs2)n1-c1ccc(C(=O)O)cc1 | -10% | -14% | -4%
CN(CC(=O)Nc1cccc2ccccc12)c1ccc(S(=O)(=O)N2CCOCC2)cn1 | -4% | -4% | 6%
CCOC(=O)CC(=O)CSc1nc(-c2cccnc2)cc(C)c1C#N | -3% | 0% | -5%
COc1cc2c(cc1OC)C(c1ccc(C)cc1)NC(=O)C2 (stereo not given) | -3% | 20% | 6%
O=C1c2ccccc2CN1C(CO)Cc1ccccc1 (stereo not given) | 10% | -8% | 1%
O=C(NCCOc1ccccc1F)c1cccc(S(=O)(=O)N2CCN(c3ccccc3)CC2)c1 | -13% | -7% | 3%
COc1ccccc1C(=O)C1CCCN(Cc2cccc(OCCO)c2)C1 (stereo not given) | 1% | 0% | -8%
OC(COc1ccc(CN2CCCCO2)cc1)CN1CCCCC1 (stereo not given) | -27% | 20% | -9%
COc1cccc(-c2csc(N3CCN(C(=S)Nc4ccccc4OC)CC3)n2)c1 | -5% | -19% | -1%
O=C(c1ccc(S(=O)(=O)Cc2ccccc2Cl)c([N+](=O)[O-])c1)N1CCOCC1 | -4% | 18% | -2%
COc1ccc(C2CC(c3ccccc3C)n3nc(N)nc3N2)cc1 (stereo not given) | 1% | -17% | 4%

2 entries from above, with two lines to a compound:
Values in the order – KAT2A inh | FEN1 inh | N370S GC mod
CCc1ccc(NC(=O)Cn2c(=O)n(CCCCC(=O)NCCc3ccccc3)c(=O)c3ccccc32)cc1
  0% | 4% | nt
O=S(=O)(c1cccs1)N1CN(C2CCCC2)c2nc3ccccc3nc21
  -4% | -8% | 1%

This is a subset; the hit share may differ from the screen's.
